# Screening data (PubChem)
# B2AR arrestin: beta2AR (human) beta-arrestin recruitment activity; beta-arrestin recruitment to beta2AR, cell-based reporter; 330,000 compounds, 0.02% hits; Potency, µM (series often up to 46.1 µM), inactives show at the highest dose activation, actives largely listed as activators; AID 492947;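 note: potency is the fitted concentration of half-maximal effect; 0% = DMSO controls and full agonism = EC100 isoproterenol or metaproterenol; nearly all actives have a fitted effect of over 65% in size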
# Target sequence (P07550 whole entry, looked up): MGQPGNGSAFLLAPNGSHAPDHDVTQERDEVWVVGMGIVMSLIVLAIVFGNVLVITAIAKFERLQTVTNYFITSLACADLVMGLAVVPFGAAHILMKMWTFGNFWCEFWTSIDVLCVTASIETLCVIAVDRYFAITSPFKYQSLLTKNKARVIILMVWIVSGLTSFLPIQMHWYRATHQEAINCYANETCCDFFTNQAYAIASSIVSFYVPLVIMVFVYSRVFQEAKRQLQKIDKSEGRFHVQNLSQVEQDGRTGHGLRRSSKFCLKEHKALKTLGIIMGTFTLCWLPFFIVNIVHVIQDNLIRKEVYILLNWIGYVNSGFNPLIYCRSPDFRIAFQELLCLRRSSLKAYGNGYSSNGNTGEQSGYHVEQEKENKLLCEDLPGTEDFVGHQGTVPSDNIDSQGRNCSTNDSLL
# PKM2 act: PKM2 (human) enzyme activation; P14618; purified PKM2, Kinase-Glo ATP luminescence, activation; response scale: 0% is enzyme alone, no compound; Potency, µM (doses to about 57.5 µM), for the others: at the highest dose activation, hits mostly activators; 260,000 compounds, 0.34% hits; AID 1631; note: potency is the fitted concentration of half-maximal effect; % is set by controls: 0 for no effect and ±100 for the full control effect; nearly all actives have a fitted effect of over 55% in size
# Target sequence (P14618 whole entry, looked up): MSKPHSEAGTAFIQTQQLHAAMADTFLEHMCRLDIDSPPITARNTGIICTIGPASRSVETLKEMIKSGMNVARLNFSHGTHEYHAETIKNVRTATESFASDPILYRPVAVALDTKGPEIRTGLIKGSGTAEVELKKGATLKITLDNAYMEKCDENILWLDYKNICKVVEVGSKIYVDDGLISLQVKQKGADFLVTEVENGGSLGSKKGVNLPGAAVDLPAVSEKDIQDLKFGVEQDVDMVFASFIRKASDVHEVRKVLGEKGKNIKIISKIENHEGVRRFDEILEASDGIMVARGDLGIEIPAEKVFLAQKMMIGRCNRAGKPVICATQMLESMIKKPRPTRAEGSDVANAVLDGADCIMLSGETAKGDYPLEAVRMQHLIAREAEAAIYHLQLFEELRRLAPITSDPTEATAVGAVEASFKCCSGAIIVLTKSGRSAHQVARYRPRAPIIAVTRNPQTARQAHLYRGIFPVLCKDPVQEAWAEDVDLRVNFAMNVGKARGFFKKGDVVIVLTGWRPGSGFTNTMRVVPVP
#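 hPK-M2, >95% pure; 0.1 mM ADP / 0.5 mM PEP final; imidazole pH7.2 buffer w/ 7 mM MgCl2, 50 mM KCl; 1 h RT; Kinase-Glo lum. Intermediate enzyme activity for dual inhibitor/activator qHTS.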
# Giardia killer: Giardia lamblia killing; Giardia lamblia trophozoite viability; activity change, % at 7.66 µM, hits read low; 340,000 compounds, 0.15% hits; AID 540267; in the data active = activity change below about -80%; inconclusive = between about -30% and that limit;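 note: parasites exposed to compound for two days anaerobically before the ATP read; % is set by controls: 0 for no effect and ±100 for the full control effect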
#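 Giardia lamblia trophozoites (100 cells/well) were incubated with compounds for 48 h at 37 deg C under anaerobic conditions. Viability was read as ATP content by one-step luminescence after 15-30 min at room temperature.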
# MLL CXXC-DNA inh: blocks binding of human MLL CXXC domain to DNA; Q03164; MLL-CXXC / FITC-HOXA9 DNA fluorescence polarization; Potency, µM (top dose mostly 115 µM), for inactives: at the top dose activity change, negative = inhibition, actives largely listed as inhibitors; 290,000 compounds, 0.037% hits; active = well fitted inhibition curve with a large enough effect in the polarisation, with a control signal flat, not every such curve was filed as active; inconclusive = small, poorly fitted or top-dose-only effect, or effect the other way, or a change in a side signal; inactive = no such curve, though single readings can be large or run the other way; the % refers to the polarisation; note: potency is the fitted concentration of half-maximal effect
#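 Steps: dispense CXXC domain solution (7 uM) → pin compounds or unlabeled HOX-A9 DNA control → 5 min ambient → add FLSN-HOX-A9 solution (50 nM) → spin → 30 min ambient → fluorescence polarization. Tris pH 7.5/NaCl/DTT/BSA buffer.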
# Menin MLL FP TR: menin-MLL binding inhibition, Texas Red mutant peptide; 270,000 compounds, 0.23% hits; O00255; Potency, µM (series often up to 61.6 µM), without a hit: at the top dose FP activity change, negative = inhibition, hits mostly inhibitors; Menin + Texas Red MLL mutant peptide, fluorescence polarization; AID 1768; active = well fitted inhibition curve with a large enough effect in the polarisation, with a control signal flat, not every such curve was filed as active; inconclusive = small, poorly fitted or top-dose-only effect, or effect the other way, or a change in a side signal; inactive = no such curve, though single readings can be large or run the other way; the % refers to the polarisation; note: potency is the fitted concentration of half-maximal effect; % of control where 0% means no effect; many of its hits are not listed in these tables
# FBPA coupling cs: counter-screen for Giardia aldolase inhibitors: coupling enzyme system. coupling enzyme system counterscreen, AmpLite Red fluorescence. activity change, negative = inhibition, % at 58.2 µM, hits read low. 290,000 compounds, 0.67% hits; in the data active = activity change below about -30%; note: % is set by controls: 0 for no effect and ±100 for the full control effect
#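 Counterscreen lacking aldolase: glyceraldehyde-3-phosphate coupling-enzyme reagent preincubated 10 min at RT with compound (at 57.5 uM final), then substrate/coupling system with AmpLite Red added; fluorescence read at 525/598 nm after 20 min RT.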
# TRPV1 ag: agonists of human vanilloid receptor 1 (TRPV1) | activation, % at 8.33 µM | TRPV1-expressing cells, Fluo-8 calcium influx, agonist mode | Q8NER1 | 320,000 compounds, 0.19% hits; in the data active = activation above about 80%; inconclusive = between about 30% and that limit; note: 0% is about no effect
#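 Fluo-8 calcium influx in TRPV1-expressing cells, kinetic read (ex 480/em 520 nm). Compound added and read 3 min for agonist activity, followed by capsaicin at EC20 final and 2 min further read for enhancement.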
# USP2a block: inhibitors of human ubiquitin-specific protease USP2a; USP2 core, Ub-CHOP2 coupled fluorogenic reporter, 485/531; Potency, µM (titrated, usually from 38.3 µM), for inactives: top-dose activity change, negative = inhibition, most hits filed as inhibitors; 330,000 compounds, 0.01% hits;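 note: potency is the fitted concentration of half-maximal effect; plate controls were DMSO wells for no effect and full inhibition by NEM control for full effect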
#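 Deubiquitinase activity read as fluorescence (485/531 nm) after Ub-CHOP2 cleavage activates the enterokinase reporter on its substrate; USP2 core 10nM, Ub-CHOP2 and substrate 25nM each, 30min compound preincubation then 60min RT; data normalized to NEM, curves fitted.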
# GALK inh: galactokinase (human) inhibition. P51570. 270,000 compounds, 0.007% hits. AID 1868. Purified GALK, Kinase-Glo residual ATP luminescence. Potency, µM (series often up to 57.5 µM), without a hit: at the top dose activity change, negative = inhibition, actives largely listed as inhibitors; note: potency is the fitted concentration of half-maximal effect; % is set by controls: 0 for no effect and ±100 for the full control effect
#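 The enzyme phosphorylates galactose (100 uM) using ATP (35 uM); inhibition is detected as higher residual ATP, quantified by bioluminescence after 1 h reaction at room temperature, pH 8.0.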
# hERG WT inh: inhibitors of human wildtype KCNH2 potassium channel | activity change, % at 1.84 µM | Q12809 | 340,000 compounds, 0.37% hits | U2OS, BacMam KCNH2, thallium flux FluxOr; stronger effect = lower value;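 active = maximum activity change below -70%; inconclusive = maximum activity change between -70% and -50%; inactive = maximum activity change above -50%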; note: % is set by controls: 0 for no effect and ±100 for the full control effect
#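 U2OS cells were transduced with wild-type KCNH2 virus (2.03 x 10^8 / mL) for 4 h at room temperature, then cultured overnight at 37 C. Thallium flux was read with FluxOr dye. Rate constants were normalized to DMSO controls.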
# KCNH2 3.1 block: inhibitors of human KCNH2 3.1 potassium channel isoform. activity change, % (tested at about 1.8 µM). 340,000 compounds, 0.95% hits. U2OS KCNH2 3.1, thallium flux FluxOr; stronger effect = lower value. AID 720553;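 active = maximum activity change below -70%; inconclusive = maximum activity change from -70% to -50%; inactive = maximum activity change above -50%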;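 note: thallium influx rate constant from kinetic fluorescence after stimulation buffer; % is set by controls: 0 for no effect and ±100 for the full control effect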
#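 FluxOr-based Tl+ influx in U2OS cells transduced with KCNH2 3.1 virus; rate constants normalized to DMSO controls.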
# * marks the source's active call; other numbers are inactive results; ? = inconclusive; nt = no result given; [ ] = dose if it differs, or a comment. Unless noted, calls come from the whole dose curve; as a rule, active = well fitted curve in the direction sought with a large enough effect; inconclusive = small, poorly fitted or top-dose-only effect, or another doubt; inactive = no such curve, though single readings can be large; an effect the other way counts as inactive or inconclusive.
SMILES,B2AR arrestin,PKM2 act,Giardia killer,MLL CXXC-DNA inh,Menin MLL FP TR,FBPA coupling cs,TRPV1 ag,USP2a block,GALK inh,hERG WT inh,KCNH2 3.1 block
Cc1cc(C)n2nc(SCC(=O)N(C)c3ccccc3)nc2n1,-0.1%,12%,2,1%,-25%,-1,-1,0%,0%,-6,5
COc1ccccc1CO/N=C/NC(=O)c1c(OC)ccnc1Oc1ccc(F)cc1,-0.4%,-6%,-4,-2%,3%,0,22,2%,-2%,0,-12
COc1ccc(C(=O)N2N=C(c3cccc(OC)c3)CC2(O)C(F)(F)F)cc1 (stereo not given),4.9%,5%,0,-2%,3%,0,?,-1%,1%,2,3
Cc1ccc(-c2csc(N(CCc3ccccc3)C(=O)COc3ccccc3)n2)cc1,0.3%,-17%,-15,2%,nt,0,nt,3%,8%,7,8
CC1CCCN(c2nc(NCc3ccco3)nc(N)c2[N+](=O)[O-])C1 (stereo not given),-2.3%,-3%,-4,-3%,10%,-1,16,1%,0%,3,-16
COc1ccc(-n2c3c(c(=O)[nH]c2=O)C(NC(C)=O)(C(F)(F)F)C(=O)N3)cc1 (stereo not given),1.0%,-4%,4,11%,-8%,2,2,1%,0%,-9,2
Cc1cc(C)cc(-n2ncc3c2CCCC3NC(=O)C2CCC2)c1 (stereo not given),-0.1%,nt,12,32%[activator],nt,nt,21,1%,-3%,8,-2
CCOC(=O)Cc1csc(NC(=O)c2ccc(C)o2)n1,-0.1%,5%,-1,-2%,21%,5,2,4%,1%,2,9
CC(C)(C)C1CCC(=NNC(=O)CN(c2ccccc2)S(C)(=O)=O)CC1 (stereo not given),-1.5%,-3%,0,-3%,3%,0,-3,?,2%,0,-3
COc1ccc2[nH]c3c(=O)n(CCCCC(=O)N4CCCC4)c(=S)[nH]c3c2c1,0.0%,-14%,10,-4%,-2%,-2,-6,3%,-2%,8,2
CCCC(=O)Nc1cc(-c2nn(C)c(=O)c3ccccc23)ccc1N1CCOCC1,3.4%,3%,13,2%,-1%,-1,1,6%,2%,-21,9
COc1ccc(-c2nc(C(N)=O)c3[nH]c(=O)n(-c4cccc(Cl)c4)c3n2)cc1OC,-0.2%,-7%,8,5%,20%,7,9,-3%,2%,7,-19
O=C(O)c1ccc(Nc2ccc(F)c(F)c2)c([N+](=O)[O-])c1,0.0%,nt,-8,-13%,1%,9,8,0%,2%,-9,2
COc1ccc(CNC(=O)CN(c2ccc(C)cc2)S(=O)(=O)c2c(C)noc2C)cc1,0.2%,0%,-8,4%,?,-1,5,0%,-2%,-7,7
CCN1CCN(CC(O)COCC2COc3ccccc3O2)CC1 (stereo not given),0.3%,0%,3,14%,-2%,-3,-3,3%,3%,7,1
CCc1ccc(OCCNC(=O)c2ccccc2SCc2ccc(F)cc2)cc1,-0.3%,11%,-4,-12%,?,-1,10,1%,-3%,7,-8
NC(=O)CC(NC(=O)c1ccccc1)c1ccc(N2CCCCCC2)c([N+](=O)[O-])c1 (stereo not given),-1.0%,0%,-21,-12%,-1%,4,1,0%,nt,-6,-25
Cc1cn(CC(=O)c2ccccc2)c2ccccc12,-0.4%,2%,19,-2%,?,-1,3,0%,0%,-23,-19
CC(=O)CC(=O)Nc1ccccc1NC(C)=O,-0.1%,11%,8,5%,-23%,4,1,1%,1%,10,-22
CCCCCN(C(=O)CCC(=O)OCc1ccccc1C(F)(F)F)c1c(N)n(CCCC)c(=O)[nH]c1=O,0.1%,-9%,2,-10%,nt,nt,-1,1%,8%,2,-2
C=CCn1c(SCC(=O)NC2CCCCC2)nnc1-c1ccccn1,0.3%,1%,-18,-1%,nt,nt,-4,2%,-7%,14,8
Cc1nn2c3ccccc3nc2n(C)c1=O,0.3%,-2%,1,-8%,4%,-2,-3,-1%,6%,10,-16
CN(C)CCNC(=O)c1onc(CSc2ccc(F)cc2)c1C(=O)NCCN(C)C,-0.6%,0%,-4,-1%,nt,-3,3,5%,0%,9,16
O=C(c1ccccc1[N+](=O)[O-])N1CCCC(C(=O)N2CCCCCC2)C1 (stereo not given),-0.3%,1%[11.5 µM],9,5%,-4%,0,0,1%,-1%,-3,12
NS(=O)(=O)c1ccc(CCNc2cc(=O)n(Cc3ccc(F)cc3)c(=O)[nH]2)cc1,-0.4%,0%,1,5%,?,-2,3,1%,-2%,1,-23

# Carrying on.
SMILES,B2AR arrestin,PKM2 act,Giardia killer,MLL CXXC-DNA inh,Menin MLL FP TR,FBPA coupling cs,TRPV1 ag,USP2a block,GALK inh,hERG WT inh,KCNH2 3.1 block
O=C(c1cc(COc2ccc(F)c(F)c2)on1)N1CCN(C2CCCCC2)C(=O)C1,-0.2%,nt,14,1%,nt,nt,23,2%,4%,-6,-125*
C[C@@H]1NC(=O)c2cc([N+](=O)[O-])cc(I)c2OCC[C@@H](C(N)=O)NC(=O)[C@H](CCC(=O)O)NC1=O,-0.7%,0%,nt,-6%,-7%,-2,-1,2%,nt,nt,nt
CC(/C=N\NC(=O)c1cc(C)oc1C)=C\c1ccccc1,-0.3%,-4%,6,1%,-6%,-1,4,5%,-3%,3,nt
CC(C)N1CCC2(CC1)N=C(c1ccc3c(c1)OCO3)CC(c1cc(Cl)ccc1O)N2 (stereo not given),-1.7%,-5%,-18,?,-9%,1,5,-1%,3%,10,0
CCCCN(C(=O)CCC(=O)Nc1cc(C)on1)C(C(=O)NC(C)(C)CC)c1cccc(OC)c1OC (stereo not given),0.0%,2%,-1,-13%,nt,0,13,-2%,-1%,-1,-3
CCOc1ccc(NC(=S)N2CCC(NC(=O)C3CCCCC3)CC2)cc1,-0.5%,nt,-22,-8%,24%,3,2,-1%,1%,5,-2
COc1ccccc1C(c1nnnn1CCc1ccccc1)N1CCN(c2ccccc2)CC1 (stereo not given),0.3%,-2%,7,-9%,2%,-3,1,3%,0%,-4,1
O=C(Cn1c(NCCCO)nc2ccccc21)c1cccc(Br)c1,0.2%,-1%,-15,-3%,5%,4,11,-1%,-2%,20,-14
Cn1c(CSCCOc2ccccc2)n[nH]c1=S,-0.2%,0%,3,4%,nt,2,2,10%,nt,-2,-2
O=C(Nc1nnc(-c2cccnc2)s1)c1cccs1,-0.3%,-27%,-7,-1%,nt,0,-2,-1%,3%,-9,7
CCOC(=O)C1(Cc2cccc(Cl)c2)CCCN(C(=O)c2cc(C(C)C)nn2C)C1 (stereo not given),2.6%,-1%,-18,6%,nt,nt,16,1%,-1%,3,-3
O=C(NC1CC1)C1CCN(C2CCN(C(=O)CCOc3ccccc3)CC2)CC1,-0.4%,5%,-5,-2%,-15%,0,3,-1%,-2%,-4,-5
O=C(c1cccc(Cl)c1)N1CCC2(CC1)NCCc1[nH]cnc12,0.1%,nt,-5,4%,nt,nt,-2,-5%,6%,-16,-5
O=C(c1ccc(Cl)cc1Cl)N1CCN(c2ccc(N3CCOCC3)nn2)CC1,-0.1%,nt,-23,nt,nt,nt,-1,-11%,nt,9,-14
Cc1nnc(SCC(=O)Nc2ncc3c(n2)CC(c2ccccc2)CC3=O)s1 (stereo not given),0.4%,-2%,44[activator],-5%,-1%,1,1,4%,-3%,3,-4
CCCCNC(=O)c1onc(CSc2cccc(C)c2)c1C(=O)O,-0.4%,4%,-1,-14%,17%,4,-3,1%,-7%,nt,nt
CCOC(=O)N1CCC(NC(=O)CSc2cc(=O)n(CC)c3ccccc23)CC1,-0.8%,0%,-8,-2%,7%,1,7,1%,-4%,-17,6
O=C(OCc1ccc(Br)cc1F)c1cc2ccccc2oc1=O,-0.7%,1%,0,1%,?,-2,2,2%,14%,11,-15
O=C(c1ccco1)N1CCN(C(=O)c2cnn3c2NC(c2cccs2)CC3C(F)(F)F)CC1 (stereo not given),0.1%,0%,-13,13%,2%,-1,1,0%,-4%,-22,3
COC(=O)c1ccc(CNC(=O)COC(=O)CCC2CCCC2)cc1,0.3%,-9%,-11,14%,-8%,1,84*,0%,0%,-4,2
O=C(CSCc1ccc(Cl)cc1)N/N=C/c1ccccc1,0.1%,-1%,-6,4%,0%,-37*,13,-6%,-3%,-1,14
COc1cccc(C(=O)CSc2nnc(CNS(C)(=O)=O)n2-c2ccc(C)cc2)c1,2.9%,2%,-16,5%,-1%,0,-3,1%,3%,-1,nt
CCN(CC)CCn1c(=N)n(CC(O)c2ccc(OC)c(OC)c2)c2ccccc21 (stereo not given),-0.2%,?,6,?,?,2,0,-1%,3%,7,-25

# The list is partial; count on the stated rates, not on these rows.
